E-sel inducer = E-selectin induction on HUVECs; P16581; HUVEC E-selectin immunofluorescence imaging; normalized: neutral wells 0, TNF-alpha wells 100; activation, % at 7.58 µM; 260,000 tested, 0.37% active;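 active = mean E-selectin-positive cell signal at least 10% of the positive control, reached in at least 60% of replicates, without over 20% cell loss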;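 note: in these data hits start at about 27%; measured in HUVEC primary endothelial cells; signal is the percent of cells scored E-selectin positive by PE staining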
Target sequence (P16581 whole entry, looked up): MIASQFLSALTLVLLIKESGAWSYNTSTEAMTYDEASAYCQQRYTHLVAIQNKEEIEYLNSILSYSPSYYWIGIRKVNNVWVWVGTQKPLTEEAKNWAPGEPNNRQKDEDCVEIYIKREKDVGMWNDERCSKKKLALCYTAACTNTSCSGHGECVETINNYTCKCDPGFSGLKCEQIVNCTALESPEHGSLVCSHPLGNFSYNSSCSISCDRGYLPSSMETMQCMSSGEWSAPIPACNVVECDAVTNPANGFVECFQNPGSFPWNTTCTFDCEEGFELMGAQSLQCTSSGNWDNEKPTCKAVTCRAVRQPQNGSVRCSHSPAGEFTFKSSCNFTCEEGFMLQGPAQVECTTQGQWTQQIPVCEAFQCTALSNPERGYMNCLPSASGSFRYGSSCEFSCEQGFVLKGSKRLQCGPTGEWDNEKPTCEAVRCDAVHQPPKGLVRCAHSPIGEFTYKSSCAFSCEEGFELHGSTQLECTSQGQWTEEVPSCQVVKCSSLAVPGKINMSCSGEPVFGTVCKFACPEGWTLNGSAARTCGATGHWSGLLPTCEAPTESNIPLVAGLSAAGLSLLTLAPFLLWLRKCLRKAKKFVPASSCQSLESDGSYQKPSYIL
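Material: HUVEC primary endothelial cells; Amount: 3,000 cells per well; Dosing: single concentration; Medium: EGM-2 growth medium on 0.1% gelatin-coated wells; Read-out basis: percent E-selectin-positive cells; Signal: immunofluorescence imaging; Control set: TNF-alpha, DMSO.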
Cneo AK release = Cryptococcus neoformans lysis via adenylate kinase release. C. neoformans lysis, adenylate kinase release luminescence, 4 h; normalised: neutral wells 0, clomiphene wells 100. lysis activity, % at 15 µM. 360,000 tested, 0.2% active;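 active = mean lysis activity across replicates of at least 80%, whatever share of replicates individually reach that level; inactive = mean lysis activity below 80%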
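Material – log-phase Cryptococcus neoformans yeast cells · Input – 5 × 10^6 yeast cells/mL · Medium – fresh YPD growth medium · Doses – single compound concentration per well · Timing – static 4 h at 37 °C with compound, 1 h detection · Detection – adenylate kinase release luminescence · Read-out – signal increase indicating cell lysis · Control set – Clomiphene as positive lysis control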
ERAP1 HTS inh = blocks human ERAP1 aminopeptidase activity | inhibition, % at 10.7 µM | recombinant ERAP1, Leu-AMC fluorescence, 60 min | 340,000 tested, 0.15% active;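 active = mean replicate inhibition of at least 30%, or all replicates individually reaching that 30% level; inactive = mean below 30% and not every replicate reaching it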;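 note: 0% = neutral control wells and 100% = L-leucinethiol positive control wells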
miR-122 sensor = miR-122 inhibition in Huh7 cells; AID 602342; 340,000 tested, 0.3% active; Huh7 miR-122 Renilla luciferase sensor, 48 h; neutral wells = 0, positive control = 100; activation (reporter increase), % at 12.5 µM;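 active = mean replicate activation score at least 90 and every replicate individually at or above 90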;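 note: higher luciferase means less miR-122 activity so hits act as miR-122 inhibitors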
PGC1a acetyl inh = modulators of PGC1a acetylation | inhibition, % at 15.6 µM | 350,000 tested, 0.17% active | AID 651687 | U2OS PGC1a acetylation, AlphaScreen anti-acetyl-lysine; with virally co-expressed GCN5 acetyltransferase;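 active = every replicate shows inhibition of at least 40%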;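 note: 0% = neutral control wells and 100% = positive control wells; some results beyond the cut were filed as inactive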
PglD DTNB = blocks C. jejuni PglD acetyltransferase activity; purified PglD enzyme, DTNB colorimetric CoA detection; inhibition, % at 12.5 µM; 360,000 tested, 0.098% active; AID 602405; in the data active = inhibition above about 16%, passing the limit was not always enough; note: strong numbers were not always called active
RAD52 inh = inhibitors of human RAD52 DNA annealing | P43351 | recombinant RAD52 DNA annealing, FRET fluorescence | inhibition, % at 18.7 µM | 360,000 tested, 0.46% active | AID 651710;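 active = every replicate showing at least 50% inhibition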
Target sequence (P43351 whole entry, looked up): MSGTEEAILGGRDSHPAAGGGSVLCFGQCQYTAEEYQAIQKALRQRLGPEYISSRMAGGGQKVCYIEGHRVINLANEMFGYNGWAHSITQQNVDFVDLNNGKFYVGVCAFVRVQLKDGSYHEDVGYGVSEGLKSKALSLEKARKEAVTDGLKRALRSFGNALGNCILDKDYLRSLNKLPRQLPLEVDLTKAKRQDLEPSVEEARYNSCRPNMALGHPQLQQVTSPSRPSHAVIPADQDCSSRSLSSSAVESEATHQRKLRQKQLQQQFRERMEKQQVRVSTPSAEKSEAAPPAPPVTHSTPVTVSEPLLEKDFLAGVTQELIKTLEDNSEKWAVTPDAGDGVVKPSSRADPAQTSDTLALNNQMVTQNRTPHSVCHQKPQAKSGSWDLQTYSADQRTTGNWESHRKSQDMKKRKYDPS
RAD54 branch = blocks human RAD54 Holliday junction branch migration; Q92698; 360,000 tested, 0.14% active; FAM/BHQ fluorescence; inhibition, % at 10.4 µM; AID 602329;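 active = mean normalized replicate activity at least 40 and at least half of replicates scoring 40 or more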;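 note: 0% = median of neutral control wells and 100% = median of positive control wells; inhibitors cause a drop in the FAM fluorescence signal; in these data hits start at about 50%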
Starred values were filed as active, the others as inactive; . = no result given; & = joins results of further samples; [ ] = dose if it differs, or a comment.

SMILES	E-sel inducer	Cneo AK release	ERAP1 HTS inh	miR-122 sensor	PGC1a acetyl inh	PglD DTNB	RAD52 inh	RAD54 branch
Cc1nnc(NC(=O)c2ccc(-c3cccc(C(F)(F)F)c3)o2)s1	.	21	.	-4	0	3	.	1
COc1ccc2c(=O)cc(CO)oc2c1	.	-1	-1	3	-8	2	-23	-9
O=C(Nc1ccccc1)N1CCC(C(=O)N(Cc2ccco2)Cc2cccs2)CC1	.	4	1	1	7	-4	-10	7
Cc1nc(SCC(=O)N2CC(C)OC(C)C2)nc(C)c1C (configuration not stated)	.	-1	8	-4	3	0	-13	-10
Clc1ccc(-n2ncc3c(NCc4ccco4)ncnc32)cc1	.	-1	.	22	-11	5	.	-6
COc1ccc(C(=O)C[n+]2cc(-c3ccc(OC)cc3)n3c2CCCC3)cc1	.	.	10&1	-4&0	-1	.	-10&5	.
N#Cc1c(NC(=O)CSC2=NCCS2)sc2c1CCCC2	.	1	.	-15	.	1	.	-4
COc1ccc(C(C(=O)NCC2CCCO2)N(C(=O)CNC(=O)c2ccco2)c2ccc(C)c(C)c2)cc1OC (configuration not stated)	.	-1	2	-4	7	22*	-4	6
CNC[C@@H]1OCCCC[C@H](C)Oc2ccc(NC(=O)Nc3c(C)noc3C)cc2C(=O)N([C@@H](C)CO)C[C@H]1C	0.0	2	-2	7[16.7 µM]	-1	1	-165	-6
C=C(C)CSc1nc(N)c2c3c(sc2n1)CCC3	.	-3	-6	12	-9	-7	-6	0
CC(=O)Nc1ccc(NC(=O)COC(=O)c2c(-c3ccccc3)noc2C)cc1	-0.5	0	1	-1	21	-4	-24	-6
CCOc1ccc(CN2CCNC(=O)C2CC(=O)NCCCC2CCCC2)cc1 (configuration not stated)	0.3	-1	2	2	.	-5	-29	-9
CCN(CC)c1ncc(C)c(=O)[nH]1	.	-3	.	-2	-7	-6	.	-6
COc1ccccc1-c1ccc(C2[C@H]3CNC[C@@H]2N3Cc2cc(-c3ccccc3)on2)cc1 (some centres not stated)	0.2	.	-2	.	-9	.	54*	.
Cc1cc(NC(=O)CS(=O)(=O)c2cn(Cc3ccc(F)cc3)c3ccccc23)no1	.	2	2	6	5	2	0	-2
NC[C@H](Cc1ccccc1)NCCc1cc(C(F)(F)F)cc(C(F)(F)F)c1	0.0	5	1	-22	.	2	26	6
Cc1cc(C)cc(NC(=O)c2cc(C)nc3ccccc23)c1	.	0	-6	2	5	-14	-16	-5
O=C(Nc1ccccc1)C(=O)c1c[nH]c2ccccc12	.	2	3	.	.	-6	6	-6
C[C@H]1CN([C@@H](C)CO)C(=O)c2cc(NC(=O)Nc3cccc4ccccc34)ccc2O[C@H]1CN(C)C(=O)Nc1cccc2ccccc12	0.3	-10	0	-4[16.7 µM]	9	2	17	4
CCOC(=O)/C=C1\SCC(=O)N1CC(=O)Nc1cccc(F)c1	.	-2	6	3	.	-4	-31	-13
CCOc1ccc2nc(NC(=S)NCc3ccccc3)sc2c1	.	1	.	3	-14	3	.	1
O=C(NC1=NCCS1)c1ccc2c(c1)C(=O)N(Cc1ccco1)C2=O	.	1	0	-8	5	-2	-5	10
C[C@@H]1CCCCO[C@H](CN(C)S(=O)(=O)c2ccc(Cl)cc2)[C@@H](C)CN([C@H](C)CO)C(=O)c2cc(NC(=O)NC3CCCCC3)ccc2O1	0.2	-2	1	-2[16.7 µM]	4	-3	-7	-1
Nc1nonc1-n1nnc(C(=O)N/N=C/c2cccc(F)c2)c1CN1CCCC1	0.0	-1	0	.	-2	-1	-10	-6
COc1ccc(S(=O)(=O)N2CCOCC2)cc1NC(=O)CSc1nc(C)c(C)c(C)n1	-1.4	-11	1	.	6	8	-57	7
COCc1cc(C)nc(SCc2nc3ccccc3c(=O)[nH]2)c1C#N	3.1	.	0	0	-6	.	-45	.
C[C@@H]1CN([C@@H](C)CO)C(=O)Cc2cc(NS(=O)(=O)c3ccc(F)cc3)ccc2O[C@@H]1CN(C)CC1CCCCC1	0.8	8	-2	-2[16.7 µM]	3	6	13	-2
CCOC(=O)c1c(C)n(C)c2ccc(OCC(O)CN(CC)CC)cc12 (configuration not stated)	7.7	3	-1	-6	-5	2	40	33
Cc1cccc(OCC(=O)NC2CCCC2)c1	.	-1	5	1	.	-1	-7	3
CCNC(=O)C[C@H]1CC[C@H]2[C@H](COc3ccc(NC(=O)Nc4cccc(Cl)c4)cc3C(=O)N2C)O1	0.1	-1	0	17[16.7 µM]	-5	-1	4	-3

Entries of single compounds as entered above. Screens in order: E-sel inducer	Cneo AK release	ERAP1 HTS inh	miR-122 sensor	PGC1a acetyl inh	PglD DTNB	RAD52 inh	RAD54 branch
COc1ccc(S(=O)(=O)N2CCOCC2)cc1NC(=O)CSc1nc(C)c(C)c(C)n1 across the screens: -1.4	-11	1	.	6	8	-57	7
O=C(NC1=NCCS1)c1ccc2c(c1)C(=O)N(Cc1ccco1)C2=O across the screens: .	1	0	-8	5	-2	-5	10

Following part.
SMILES	E-sel inducer	Cneo AK release	ERAP1 HTS inh	miR-122 sensor	PGC1a acetyl inh	PglD DTNB	RAD52 inh	RAD54 branch
CSCC[C@H](NC(=O)[C@@H]1CSC2c3ccccc3C(=O)N21)C(=O)NCc1ccco1 (some centres not stated)	.	1	2	-5	-2	-8	-4	2
COCCCNC(=O)/C(C#N)=C/c1cccc(NC(=O)c2ccccc2Cl)c1	.	-1	.	-4	-1	1	.	-30
C[C@H](CO)N1C[C@H](C)[C@H](CN(C)S(=O)(=O)c2cccc(F)c2)Oc2cc(C#CCN(C)C)ccc2S1(=O)=O	0.0	1	-1	-12[16.7 µM]	0	0	20	2
CCCn1c(=S)[nH]c2cc(C(=O)N3CCN(c4ccc(F)cc4)CC3)ccc2c1=O	-0.1	3	9	-2	10	-7	-6	1
C[C@@H]1CCCCO[C@@H](CN(C)Cc2ccc(C(F)(F)F)cc2)[C@@H](C)CN([C@@H](C)CO)C(=O)c2cc(NC(=O)Nc3cccc4ccccc34)ccc2O1	0.2	0	.	3[16.7 µM]	2	-1	.	-8
Cc1ccc(S(=O)(=O)N(C)C)cc1NC(=O)c1ccccc1SCC(=O)N1CCCC1	.	0	-2	2	7	0	1	-3
O=C(NCc1ccccc1)C(c1ccccc1F)N(C(=O)c1csnn1)C1CCCC1 (configuration not stated)	0.3	-1	3	14	.	1	-14	2
CCOc1ccc(NC(=S)N(CCOC)C(C)c2cccnc2)cc1 (configuration not stated)	-0.2	.	-1	.	8	.	-5	.
CCC1C(=O)N=C(SCC(=O)Nc2ccc(S(N)(=O)=O)cc2)NC1=O (configuration not stated)	.	.	-2	-1	6	.	4	.
CO[C@@H]1CN(C)C(=O)c2ccc(NC(=O)C3CC3)cc2OC[C@@H](C)N(C(=O)c2ccncc2)C[C@H]1C	-0.2	2	2	.	5	-2	-3	-6

Shown with two lines to a compound: entries from further up
Below each SMILES – E-sel inducer | Cneo AK release | ERAP1 HTS inh | miR-122 sensor | PGC1a acetyl inh | PglD DTNB | RAD52 inh | RAD54 branch
N#Cc1c(NC(=O)CSC2=NCCS2)sc2c1CCCC2
    . | 1 | . | -15 | . | 1 | . | -4
Cc1nnc(NC(=O)c2ccc(-c3cccc(C(F)(F)F)c3)o2)s1
    . | 21 | . | -4 | 0 | 3 | . | 1
O=C(Nc1ccccc1)N1CCC(C(=O)N(Cc2ccco2)Cc2cccs2)CC1
    . | 4 | 1 | 1 | 7 | -4 | -10 | 7
CCOc1ccc(CN2CCNC(=O)C2CC(=O)NCCCC2CCCC2)cc1 (configuration not stated)
    0.3 | -1 | 2 | 2 | . | -5 | -29 | -9
CC(=O)Nc1ccc(NC(=O)COC(=O)c2c(-c3ccccc3)noc2C)cc1
    -0.5 | 0 | 1 | -1 | 21 | -4 | -24 | -6

The results go on.
SMILES	E-sel inducer	Cneo AK release	ERAP1 HTS inh	miR-122 sensor	PGC1a acetyl inh	PglD DTNB	RAD52 inh	RAD54 branch
O=C(Nc1ccccn1)C1CCN(S(=O)(=O)c2ccccc2)CC1	.	-3	0	-9	.	4	-11	4
CCOc1ccc(-c2ccc(NS(=O)(=O)c3ccc([N+](=O)[O-])cc3)cc2)nn1	-0.1	1	2	.	.	5	-4	15
O=C(Nc1cccc(F)c1)N1CCN(C(=O)c2ccco2)CC1	-0.1	0	1	.	.	-5	-12	-10
O=C1C=C(NCC2CCCO2)C2(CCCCC2)O1 (configuration not stated)	.	-2	.	-8	-13	0	.	-2
CCOC(=O)C1(CCOC)CCN(C(=O)c2ccc(CSC)o2)CC1	0.9	8	1	.	.	-1	-4	2
C[C@@H]1CCCCO[C@H](CN(C)Cc2ccccc2)[C@H](C)CN([C@H](C)CO)C(=O)c2cc(NC(=O)Nc3ccc4c(c3)OCO4)ccc2O1	0.0	-1	-1	-4[16.7 µM]	4	2	-4	2
COC(=O)c1c(C)cc(C)n2c1nc1ccccc12	.	2	.	1	2	6	.	2
CNC[C@H]1Oc2ccc(NS(=O)(=O)c3ccc(C)cc3)cc2CC(=O)N([C@@H](C)CO)C[C@@H]1C	18	-2	0	-1[16.7 µM]	6	5	-11	13
COc1ccc(NC(=O)Nc2c(C)n(C)n(-c3ccccc3)c2=O)cc1	0.0	0	0	0	0	4	2	-5
CCCCCCCCCCCNC(=O)c1ccoc1C	.	-1	.	-5	2	-1	.	-9
COc1ccc(CNC(=O)COC(=O)CCN2C(=O)C3CC=CCC3C2=O)cc1OC (configuration not stated)	0.9	0	1	.	11	0	-2	10
Cc1ccc(-c2ccnc3cc(C)nn23)cc1	.	-3	2	6	4	-4	-16	7
CCOC(=O)c1[nH]c(C)c(C(=O)N(C)C)c1C	.	0	.	-21	3	-2	.	1
C[C@@H]1CN([C@H](C)CO)C(=O)Cc2cc(NC(=O)C3CC3)ccc2O[C@H]1CN(C)C(=O)Nc1ccc(C(F)(F)F)cc1	-0.6	7	1	-7[16.7 µM]	6	2	1	3
CCOC(=O)C1(CC2CCCCO2)CCN(Cc2c(C)cc(C)cc2-n2cccn2)CC1 (configuration not stated)	1.4	.	0	6	-11	.	-9	.
Cc1ccc2[nH]c3c(=O)n(CC(=O)N4CC(C)CC(C)C4)ncc3c2c1 (configuration not stated)	.	3	1	5	-4	-5	-10	-1
O=C(Nc1ccccc1N1CCCC1)C1CCCO1 (configuration not stated)	0.0	.	1	-1	.	.	-12	.
Cc1ccc(S(=O)(=O)Nc2ccc3c(c2)CC(=O)N([C@@H](C)CO)C[C@H](C)[C@H](CN(C)C(=O)Nc2cccc4ccccc24)O3)cc1	0.3	-1	-3	9[16.7 µM]	-9	0	-1	-5
Cc1ccc(OCC(=O)O/N=C(\N)c2ccccn2)cc1	-1.6	-1	0	6	.	0	-4	-11
O=C(COC(=O)C1CCCCC1C(=O)N1CCc2ccccc21)NCc1ccco1 (configuration not stated)	.	0	.	-3	-4	3	.	-3
CN(C)C(=O)c1ccc(-c2ccccc2[C@H]2[C@H](C#N)N(C(=O)C3CCCCC3)[C@H]2CO)cc1	0.0	.	7	.	5	.	-4	.
Cc1nc2ccccc2nc1NS(=O)(=O)c1ccc(N)cc1	-0.3	0	2	4	.	-4	-6	4
C=C(C)c1cccc(C(C)(C)NC(=O)Nn2cnnc2)c1	.	0	12	-3	-6	0	7	9
C[C@H](CO)N1C[C@H](C)[C@H](CN(C)Cc2ccccc2)Oc2ccc(NC(=O)CCN3CCOCC3)cc2CC1=O	-0.2	-4	0	-2[16.7 µM]	.	0	-5	-1
CCN(CC)/C(=N\S(=O)(=O)c1ccc(F)cc1)c1ccccc1	.	-4	-2	-2	18	-3	-10	-5
C[C@@H]1CN([C@@H](C)CO)C(=O)c2cc(NC(=O)C3CCCCC3)ccc2O[C@@H](C)CCCCO[C@H]1CN(C)C(=O)Nc1ccc2c(c1)OCO2	0.1	2	2	3[16.7 µM]	-3	-3	4	2

Screening data as filed in PubChem.
